From PubChem BioAssay
A3A deaminase – inhibitors of human APOBEC3A DNA deaminase; 330,000 compounds, 0.41% hits; recombinant A3A, FAM/TAMRA ssDNA deamination fluorescence; inhibition, % at 20 µM;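 active means at least 40% inhibition at 20 µM here, with at most 30% in a related deaminase screen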;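 further: plate controls were A3A with DMSO for no effect and wells lacking A3A enzyme for full effect; some results filed as inactive read as strong as hits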
Target sequence (P31941 whole entry, looked up): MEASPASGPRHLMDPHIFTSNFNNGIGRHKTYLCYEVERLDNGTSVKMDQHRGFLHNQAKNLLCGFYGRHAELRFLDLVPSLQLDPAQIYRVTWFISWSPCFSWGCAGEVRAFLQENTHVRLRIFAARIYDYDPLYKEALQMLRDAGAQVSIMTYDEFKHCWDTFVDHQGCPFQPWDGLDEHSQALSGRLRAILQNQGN
NR3A LBD binder – modulators (binders) of human NR3A ligand-binding domain. NR3A LBD differential scanning fluorimetry, Tm shift; 0% = protein alone, 100% = glycine-bound protein. Tm shift relative to glycine control, % at 25 µM. 340,000 compounds, 2.5% hits. AID 1259313;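 active means melting temperature shift of at least 10% of the positive control shift, at one fixed dose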
APOBEC3G inh – blocks human APOBEC3G single-stranded DNA deamination | Q9HC16 | recombinant A3G, ssDNA deamination FAM/TAMRA fluorescence | inhibition, % at 20 µM | 330,000 compounds, 0.28% hits | AID 493012;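 active means inhibition of at least 40% at 20 µM, with no more than 30% in the related APOBEC3A deaminase screen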;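 further: plate controls were DMSO wells with A3G for no effect and wells lacking A3G enzyme for full effect; some compounds called inactive have numbers as strong as hits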
hIAP activ – human IAP activation | P09923 | purified human IAP, CDP-Star luminescence, 30 min; active compounds read high; 1 = vehicle-only enzyme, 0 = enzyme-free background | activation factor at 10 µM | 330,000 compounds, 0.16% hits | AID 2524;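 active means activation factor of the enzyme at least 2-fold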; further: the source names both 10 and 20 µM as test concentration; values of inactives mirror those of a sister screen read the other way
Target sequence (P09923 whole entry, looked up): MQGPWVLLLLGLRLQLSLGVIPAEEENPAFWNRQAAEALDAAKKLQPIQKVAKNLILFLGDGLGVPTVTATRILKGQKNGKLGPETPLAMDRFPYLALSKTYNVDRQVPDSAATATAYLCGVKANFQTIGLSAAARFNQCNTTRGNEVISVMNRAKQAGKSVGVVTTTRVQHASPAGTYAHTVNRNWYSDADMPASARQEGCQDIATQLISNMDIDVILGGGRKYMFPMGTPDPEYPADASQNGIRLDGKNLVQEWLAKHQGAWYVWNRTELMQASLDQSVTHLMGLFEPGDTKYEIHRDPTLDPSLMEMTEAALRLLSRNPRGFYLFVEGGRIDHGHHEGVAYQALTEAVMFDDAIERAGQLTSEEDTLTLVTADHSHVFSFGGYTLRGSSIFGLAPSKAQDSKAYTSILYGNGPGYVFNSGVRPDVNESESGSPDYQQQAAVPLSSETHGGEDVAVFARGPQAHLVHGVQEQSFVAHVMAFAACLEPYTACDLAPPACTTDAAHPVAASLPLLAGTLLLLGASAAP
MPTP inh – blocks calcium-induced mitochondrial swelling; isolated mouse mitochondria, Ca2+ swelling absorbance, 30 min; inhibition, % at 10 µM; 360,000 compounds, 1.4% hits;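 active means inhibition of 50% or more, scaled per plate between neutral and stimulator controls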;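 further: 0% = DMSO wells given calcium and 100% = 1 mM EGTA wells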
beta cell repl – MIN6 beta-cell proliferation induction | MIN6 cells proliferation, ATPlite luminescence, 48 h; cells starved in 0.2% serum; 100% = growth in 10% serum | AID 2380 | 330,000 compounds, 0.29% hits | proliferation, % at 10 µM;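 active means compounds whose signal lies at least 3.5 SD above the mean of all wells on their plate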;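 further: 0% = DMSO-treated cells in low-serum medium and 100% = 10% serum control; some compounds called inactive have numbers as strong as hits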
mIAP inh – blocks mouse intestinal alkaline phosphatase; purified mouse IAP, CDP-Star luminescence, 30 min; inhibition, % at 10 µM; 330,000 compounds, 0.2% hits;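 active means inhibition of at least 40% at 10 µM in the primary screen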;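 further: plate controls were DMSO with enzyme for no effect and no enzyme wells for full effect; values of inactives mirror those of a sister screen read the other way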
mIAP activ – increases mouse intestinal alkaline phosphatase activity. muIAP, CDP-Star luminescence, 30 min; active compounds read high; 1 = vehicle-only enzyme signal, 0 = enzyme-free wells. activation factor at 10 µM. 330,000 compounds, 0.24% hits;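 active means activation factor of at least 2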; further: the source names both 10 and 20 µM as test concentration; values of inactives mirror those of a sister screen read the other way
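also added = chemiluminescent substrate CDP-Star | test system = mouse IAP enzyme | signal = chemiluminescence readout | compound = DMSO-dissolved test compounds | incubation = 30 min at room temperature | benchmarks = DMSO wells, no-enzyme wells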
hIAP block – blocks human intestinal alkaline phosphatase | purified IAP, CDP-Star luminescence, 30 min | inhibition, % at 10 µM | 330,000 compounds, 0.12% hits;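 active means inhibition reaching a set limit with compound at 10 µM in the primary screen, cut at about 35% in these data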;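 further: plate controls were DMSO wells with enzyme for no effect and no-enzyme buffer wells for full effect; values of inactives mirror those of a sister screen read the other way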
Starred values were filed as active, the others as inactive; & = joins results of further samples; ! = a repeat was not active.

Field names – A = A3A deaminase; B = NR3A LBD binder; C = APOBEC3G inh; D = hIAP activ; E = MPTP inh; F = beta cell repl; G = mIAP inh; H = mIAP activ; I = hIAP block
COC(=O)NCC(c1ccco1)N1CCN(c2ccc(OC)cc2)CC1 (stereo unspecified)
  A: -2 | B: 2 | C: -5 | D: 1.1 | E: 3.1 | F: 0 | G: -7 | H: 1.1 | I: -15
CC(C)(Oc1ccc(C2CC2(Cl)Cl)cc1)C(=O)O (stereo unspecified)
  A: -2 | B: -1 | C: -11 | D: 1 | E: -1.9 | F: 0 | G: -4 | H: 1 | I: -2
C=CCn1c(SCc2nc3scc(-c4ccccc4)c3c(=O)[nH]2)nnc1-c1ccccc1F
  A: -5 | B: -4 | C: -11 | D: 1 | E: 2.2 | F: -2 | G: -2 | H: 1 | I: -4
OC(CNCc1ccc(Cl)cc1)COc1ccccc1 (stereo unspecified)
  A: 3 | B: -1 | C: 0 | D: 0.89 | E: 0.7 | F: -3 | G: -3 | H: 1 | I: 11
CC1CN(S(=O)(=O)c2cc(C(=O)NCc3ccncc3)ccc2Cl)CC(C)O1 (stereo unspecified)
  A: 0 | B: 0 | C: -2 | D: 0.97 | E: -2.1 | F: -3 | G: 1 | H: 0.99 | I: 3
O=C(NNC(=O)c1cccc(O)c1)Nc1ccc([N+](=O)[O-])cc1
  A: 1 | B: 0 | C: 2 | D: 0.87 | E: 56* | F: 1 | G: 18 | H: 0.82 | I: 13
O=C(NC1CCCCC1)NC12CC3CC(CC(C3)C1)C2
  A: 0 | B: -3 | C: -2 | D: 1.2 | E: -1.2 | F: 3 | G: 0 | H: 1 | I: -16
CC(C)C[C@H]1CN=C(Nc2ccccc2)N1CCc1ccc(F)cc1
  A: 2 | B: -3 | C: -4 | D: 0.91 | E: 0.8 | F: -6 | G: -3 | H: 1 | I: 9
COc1ccc(NC(=O)c2c(C)nn(-c3ccccc3)c2Cl)cc1
  A: -8 | B: 1 | C: -5 | D: 0.98 | E: 0.6 | F: 0 | G: 2 | H: 0.97 | I: 2
Cc1cc(C)c(S(=O)(=O)N2CCC3(CC2)OCCN3S(=O)(=O)c2cccs2)c(C)c1
  A: 0 | B: -2 | C: -4 | D: 1 | E: 1.2 | F: -2 | G: -1 | H: 1 | I: -1

Going on with the list:
Field names – A = A3A deaminase; B = NR3A LBD binder; C = APOBEC3G inh; D = hIAP activ; E = MPTP inh; F = beta cell repl; G = mIAP inh; H = mIAP activ; I = hIAP block
O=C(NC12CC3CC(CC(C3)C1)C2)c1cc(F)c(F)cc1Cl
  A: -7 | B: 2 | C: -13 | D: 0.8 | E: 0.9 | F: -1 | G: -2 | H: 1 | I: 20
COc1ccc(CNC(=O)CN2C(=O)CSc3ccc(S(=O)(=O)N4CCOCC4)cc32)c(OC)c1
  A: -8 | B: -1 | C: -7 | D: 1.2 | E: -2.7 | F: -5 | G: -3 | H: 1 | I: -17
C/C(=N\OCC(=O)NC12CC3CC(CC(C3)C1)C2)c1cc2ccccc2o1
  A: -2 | B: 4 | C: -7 | D: 0.95 | E: 12 | F: -5 | G: 1 | H: 0.99 | I: 5
O=C(O)C1C2C=CC(CC2)C1C(=O)O (stereo unspecified)
  A: 16 | B: 1 | C: 6 | D: 0.94 | E: 0.1 | F: 3 | G: -1 | H: 1 | I: 6
COC(C[C@H]1O[C@@H]1[C@@H](O)[C@H](C)OCc1ccccc1)OC
  A: 2 | B: 0 | C: -1 | D: 0.83 | E: -0.9 | F: -2 | G: -3 | H: 1 | I: 17
COc1ccccc1-c1nnn(CC#N)n1
  A: -1 | B: 0 | C: 1 | D: 1.1 | E: -1.7 | F: 0 | G: 0 | H: 1 | I: -9
O=C1[C@H](O)[C@@H](O)C(=O)N1Cc1ccccc1
  A: 2 | B: 1 | C: -4 | D: 1.1 | E: -0.1 | F: 3 | G: -6 | H: 1.1 | I: -14
CSC[C@H](NC(=O)COc1cc2c(c3oc(=O)cc(C)c13)CCC(C)(C)O2)C(=O)O
  A: -2 | B: 1 | C: -1 | D: 0.89 | E: -0.1 | F: -4 | G: 7 | H: 0.93 | I: 11
CCOC(=O)N1CCC(Nc2c(NCCCN(CC)CC)c(=O)c2=O)CC1
  A: -3 | B: 2 | C: -11 | D: 0.92 | E: 0.9 | F: 0 | G: -3 | H: 1 | I: 8
CCNC(=S)Nc1cc(OCC)c(NC(=O)c2ccco2)cc1OCC
  A: -2 | B: 0 | C: 2 | D: 1 | E: -1.4 | F: -1 | G: 2 | H: 0.98 | I: 0

Additional entries
SMILES	A3A deaminase	NR3A LBD binder	APOBEC3G inh	hIAP activ	MPTP inh	beta cell repl	mIAP inh	mIAP activ	hIAP block
COc1ccccc1CCC(=O)OCC(=O)Nc1c(Br)cc(C)cc1Br	0	-1	2	1.1	-2.4	-3	-5	1.1	-6
Cn1ccnc1SCc1nc2c(cnn2-c2ccccc2)c(=O)[nH]1	-4	-7	-9	0.92	-0.5	0	8	0.92	8
Cn1c(CSCc2ccc(Cl)cc2Cl)n[nH]c1=S	-3	2	3	0.97	-1.4	0	-15	1.1	3
CSc1nc(-c2ccccc2)nn1C(=O)c1ccc(Cl)cc1	-1	1	1	0.91	0.4	-3	-2	1	9
COc1cccc(CC2(CO)CCCN(Cc3cc(F)ccc3-n3cccn3)C2)c1 (stereo unspecified)	4	1	1	0.98	-1.0	-2	1	0.99	2
COc1ccc(C2C(C#N)=C(N)OC3=C2C(=O)CCC3)c(OC)c1OC (stereo unspecified)	-2	2	-1	0.84	-0.7	-1	2	0.98	16
O=C1CCCC(O)=C1C1NCCc2ccccc21 (stereo unspecified)	2	0	1	1	-1.8	3	-2	1	-1
Cc1ccc(/C=N/NC(=O)C2=NNC(c3ccccc3)(c3ccccc3)C2)c(O)c1	-1	-13	-1	0.86	-3.0	-4	35	0.65	14
CSc1ccc(N2C(=O)NC3(CCCCC3)C2=O)cc1	-3	0	-2	0.93	0.6	-1	4	0.96	8
Cc1ccc2c(c1)N(C(=O)CCC(=O)Nc1ccccc1Br)CC(C)O2 (stereo unspecified)	-3	-15	2	0.92	-1.6	-2	-1	1	8
O=C(Nc1ccccc1-c1ccccc1)NC1CCN(CC(=O)N2CCOCC2)CC1	-1	-1	-4	0.8	-0.8	-1	4	0.95	20
CCCCOc1ccc(C(=O)N2CCCCCC2)cc1	-1	0	2	1.2	1.8	-1	0	1	-21
O=C(Cn1cc(C(F)(F)F)ccc1=O)N1CCc2ccccc21	-7	-1	-8	1.1	1.0	-3	-3	1	-11
O=C(c1ccccc1Sc1cccc2ccccc12)N1CCOCC1	-4	-1	-6	0.97	-0.1	1	-9	1.1	3
Cc1cc(C(=O)CSc2nnc(-c3ccc(OC(F)F)cc3)o2)c(C)n1Cc1cccs1	-3	1	-2	1	0.0	-1	18	0.82	0

In a second layout: 4 of the compounds above
> O=C1CCCC(O)=C1C1NCCc2ccccc21 (stereo unspecified)
- A3A deaminase = 2
- NR3A LBD binder = 0
- APOBEC3G inh = 1
- hIAP activ = 1
- MPTP inh = -1.8
- beta cell repl = 3
- mIAP inh = -2
- mIAP activ = 1
- hIAP block = -1

> CSc1ccc(N2C(=O)NC3(CCCCC3)C2=O)cc1
- A3A deaminase = -3
- NR3A LBD binder = 0
- APOBEC3G inh = -2
- hIAP activ = 0.93
- MPTP inh = 0.6
- beta cell repl = -1
- mIAP inh = 4
- mIAP activ = 0.96
- hIAP block = 8

> COc1ccc(C2C(C#N)=C(N)OC3=C2C(=O)CCC3)c(OC)c1OC (stereo unspecified)
- A3A deaminase = -2
- NR3A LBD binder = 2
- APOBEC3G inh = -1
- hIAP activ = 0.84
- MPTP inh = -0.7
- beta cell repl = -1
- mIAP inh = 2
- mIAP activ = 0.98
- hIAP block = 16

> O=C(c1ccccc1Sc1cccc2ccccc12)N1CCOCC1
- A3A deaminase = -4
- NR3A LBD binder = -1
- APOBEC3G inh = -6
- hIAP activ = 0.97
- MPTP inh = -0.1
- beta cell repl = 1
- mIAP inh = -9
- mIAP activ = 1.1
- hIAP block = 3

(further entries)
SMILES	A3A deaminase	NR3A LBD binder	APOBEC3G inh	hIAP activ	MPTP inh	beta cell repl	mIAP inh	mIAP activ	hIAP block
O=C1CCC([N+](=O)[O-])C(c2ccc(Cl)c([N+](=O)[O-])c2)N1 (stereo unspecified)	2	-2	-6	0.89	-2.3	-2	6	0.94	11
CC(C)OCc1ccc(C(=O)N2CCN(CC(=O)N3CCCC3)CC2)cc1	3	0	3	0.98	-0.2	0	-9	1.1	2
O=C(CN1C(=O)c2ccccc2C1=O)c1ccc(F)cc1	-7	-3	-2	1.1	0.4	1	-3	1	-12
O=C(/C=C/c1cccc(C(F)(F)F)c1)Nc1cccc(C(F)(F)F)c1	2	14*	8	0.95	87*	-4	2	0.98	5
Cc1cc(-c2csc(NC(=O)c3ccccc3C(F)(F)F)n2)c(C)n1Cc1ccccc1	-7	0	-13	0.99	-0.7	0	15	0.85	1
O=C(CC1COc2ccccc2O1)NCCc1ccccc1 (stereo unspecified)	3	1	1	1.1	-0.8	-2	-1	1	-13
COc1ccccc1NC(=O)C1=C(C)NC(=O)NC1c1ccco1 (stereo unspecified)	0	0	-4	1	-0.5	1	7	0.93	-4
Cc1cc(/C=C2\SC(=O)N(CC(=O)Nc3ccccc3F)C2=O)c(C)n1C	-3	-3	-3	1	-1.2	-4	12	0.88	-1
S=C(Nc1cccc2ccccc12)NN1CCOCC1	-6	4	-4	0.94	4.3	-3	-7	1.1	6
COc1ccc(CCNC(=O)C2CCCN2S(=O)(=O)c2cccc3nsnc23)cc1OC (stereo unspecified)	-2	-1	-8	0.92	0.2	-4	8	0.92	8
CC(=O)c1c(C)[nH]c(C(=O)Nc2ccc(S(=O)(=O)N(C)C)cc2)c1C	3	-3	-3	0.95	9.4	1	-7	1.1	5
CCCOc1ccc(NC(=O)CC2C(=O)N(c3ccc(OCC)cc3)C(=S)N2C2CC2)cc1 (stereo unspecified)	33	-5	2	1.2	-0.5	-1	-2	1	-20
COc1ccc([N+](=O)[O-])cc1NC(=O)CC1SC(=Nc2cccc(C)c2C)N(/N=C/c2cccc(OC)c2OC)C1=O (stereo unspecified)	5	21*!	-1	0.97	2.5&1.3	-2	15	0.85	3
COc1ccc(NC(=O)/C(N=Nc2ccc(Cl)c(S(=O)(=O)Nc3ccc(Cl)cc3)c2)=C(\C)O)cc1	-2	-1	-5	1.2	2.0	-5	9	0.91	-18
COc1ccc(-c2nn(-c3ccccc3)cc2/C=C2/SC(=S)N(CCC(=O)O)C2=O)c(C)c1	-9	3	-8	1.1	0.9	-5	10	0.9	-10
O=C(CN1C(=O)C2C3CC(C(Br)C3Br)C2C1=O)Nc1ccc(C(=O)O)cc1 (stereo unspecified)	2	-1	1	1.1	0.2	0	-2	1	-6
CS(=O)(=O)c1ccc(-c2cccc(NC(=O)c3ccc(Br)o3)c2)nn1	3	-1	-5	1	-0.8	0	4	0.96	0
